# 12-LOX inh – inhibitors of human 12S-lipoxygenase ALOX12; AID 1671190; Potency, µM (series often up to 108 µM), for the others: top-dose activity change, negative = inhibition, usual class: inhibitors; P18054; actives 1.1% (n = 580,000); purified 12hLO, xylenol orange hydroperoxide absorbance; active = well fitted inhibition curve with a large enough effect; inconclusive = small, poorly fitted or top-dose-only effect, or another doubt; inactive = no such curve, though single readings can be large or run the other way
# Target sequence (P18054 whole entry, looked up): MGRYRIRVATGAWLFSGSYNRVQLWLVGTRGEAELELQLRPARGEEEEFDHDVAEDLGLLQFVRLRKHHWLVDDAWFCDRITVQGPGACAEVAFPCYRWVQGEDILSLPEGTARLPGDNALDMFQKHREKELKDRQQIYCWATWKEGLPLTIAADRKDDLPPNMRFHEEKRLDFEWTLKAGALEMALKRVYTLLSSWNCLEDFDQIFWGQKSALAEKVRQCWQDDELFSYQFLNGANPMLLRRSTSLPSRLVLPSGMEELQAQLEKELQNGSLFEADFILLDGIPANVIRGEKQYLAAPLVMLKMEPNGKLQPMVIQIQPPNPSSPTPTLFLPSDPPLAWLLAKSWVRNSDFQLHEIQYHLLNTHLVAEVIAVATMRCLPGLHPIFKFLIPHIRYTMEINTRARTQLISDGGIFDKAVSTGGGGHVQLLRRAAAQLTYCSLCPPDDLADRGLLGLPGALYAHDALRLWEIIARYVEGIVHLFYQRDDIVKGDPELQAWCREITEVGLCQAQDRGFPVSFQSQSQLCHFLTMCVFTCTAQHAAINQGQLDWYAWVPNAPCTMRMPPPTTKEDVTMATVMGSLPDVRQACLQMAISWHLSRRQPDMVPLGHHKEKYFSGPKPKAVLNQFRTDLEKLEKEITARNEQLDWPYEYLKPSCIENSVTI
#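 Purified human 12hLO at 150 nM in 25 mM Hepes, 0.01% Triton X-100, pH 7.0, preincubated 15 min at room temperature with compound. Reaction started with 40 uM arachidonic acid, 30 min at room temperature. Hydroperoxide measured by Fe-xylenol orange, 573/405 nm absorbance ratio.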
# The depositor's hits bear a star; u = inconclusive; [ ] = remark or other dose. % is set by controls: 0 for no effect and ±100 for the full control effect; potency is the fitted concentration of half-maximal effect. A portion of the library; rates above refer to the full screens.
SMILES,12-LOX inh
Cn1nc(C(=O)N2CC(c3nnc(-c4ccncc4)o3)C3(CCOCC3)C2)c2ccccc21 (stereo unspecified),40%[activator]
CC(=O)N1C[C@@H]2OCC(=O)N(c3ccccc3)[C@@H]2C1,-2%[176 µM]
Cc1ccccc1C(=O)NCc1nnc2c(-c3nc(C(C)C)no3)cccn12,27%
COc1cc(OC)cc(C(=O)NCCCNC(=O)c2nc3ccccc3c(=O)[nH]2)c1,38%[activator]
CCOC(=O)c1cccc(Nc2nc3ccccc3nc2NS(=O)(=O)c2ccc(C)cc2)c1,u
COc1ccc(NC(=O)CSc2nc3c(=O)[nH]cnc3n2C)c(OC)c1,2%
CCn1c(=O)c(C(=O)Nc2ccc(Cl)c(C(F)(F)F)c2)nc2cc(C)c(C)cc21,-9%
Cc1ccc(C2Cn3nnc(C(=O)N4CCC(C(=O)NCc5cccc(F)c5)CC4)c3CO2)cc1 (stereo unspecified),20%
CCc1ccc(NC(=O)c2cc3ncccn3n2)cc1,-14%
O=C(N[C@@H]1C[C@H](Cn2cc(C3CC3)nn2)[C@@H](O)[C@H]1O)c1ccc2c(c1)OCO2,81%[activator][176 µM]
Cc1ncc(CC(=O)N2CCC3(CC2)CC(C(=O)O)N(C)C3)c(=O)[nH]1 (stereo unspecified),-1%
C=CCNC(=S)Nc1ccc(Br)cc1,-27%
CC(C)C(OC(=O)Cc1cccc(C(F)(F)F)c1)C(=O)NC(N)=O (stereo unspecified),-22%
O=S(=O)(c1cccc2nsnc12)N(Cc1ccc2c(c1)OCO2)C1CCCC1,16%
CC(=O)c1c(OCCC(C)C)ccc2c(C)cc(=O)oc12,u
CNC(=O)[C@@H]1CN(C(=O)CCc2nc3ccccc3s2)C[C@H]1c1nc(C)no1,46%[activator]
CCCn1cc2c3c(cccc31)CN(C(=O)c1ccccc1F)CC2,22%
CC(=O)NC12CC3CC(C1)CC(C(=O)NCCSCc1ccc(Cl)cc1)(C3)C2,1%
O=C(CCC[C@@H]1[C@H]2CCCN3CCC[C@@H](CN1C(=O)c1ccco1)[C@@H]23)NCC1CC1,10%
CC(CCN1CCC(C(O)(c2ccccc2)c2ccccc2)CC1)Oc1cc(F)cc(C#N)c1 (stereo unspecified),u
COc1cccc(S(=O)(=O)N2CCC3(CC2)CC(N2CCOCC2)CCO3)c1 (stereo unspecified),19%
O=C(c1ccc(Cl)cc1)N1CC2(CCN(Cc3ccccn3)C2)Cc2ccccc21 (stereo unspecified),-4%[6.33 µM]
CCn1nccc1C(=O)N1CCC2(CC1)c1[nH]c3ccccc3c1CCN2C,77%[activator]
CCS(=O)(=O)N1CCc2cc(C(=O)CSc3nnc(C4CC4)n3Cc3ccccc3)ccc21,19%
COc1cc(OC)cc(C(=O)N2CCC(Cc3nc(-c4ccc(F)cc4)no3)CC2)c1,-13%
CC(NC(=O)c1cc(F)ccc1F)c1nnc2n1CCN(Cc1ccco1)CC2 (stereo unspecified),18%
Cc1ccccc1NC(=O)CSc1nccc(-c2ccc(OC(F)F)cc2)n1,-8%
COc1ccc(CCC(C)NC(=O)C2(C#N)CCCC2)cc1 (stereo unspecified),12%
COCCNC(=O)[C@H]1C[C@H](Oc2ccccc2)CN1S(=O)(=O)Cc1ccccc1F,12%
CN1c2cc(C(=O)Nc3cccc(C(F)(F)F)c3)ccc2C(=O)N2CCCC21 (stereo unspecified),0%
O=S(=O)(c1ccccc1)N1CCC2(CCN(Cc3nccs3)CC2)CC1,-5%[57.4 µM]
CCc1nncn1C1CCN(C(=O)c2cccc(C)c2)CC1,13%
COCCNC(=O)[C@@]1(Sc2ccc(OC)cc2)CC(=O)N[C@@H]1c1ccc(OC)cc1,u
O=c1c2c(n(CCOc3ccccc3)n1-c1ccccc1)CN(Cc1ccc3c(c1)CCO3)CC2,u
Cc1ccc(Nc2nc(-c3cc4cc(Br)ccc4oc3=O)cs2)cc1,69%[activator]
CN(C)C(=O)c1ccc(-c2cc(NCc3cccnc3)ncn2)cc1,u
COc1ccc(Cl)cc1NC(=O)[C@@H]1COCC(=O)N1Cc1ccc(OC)c(OC)c1,23%
CC(=O)NCC(=O)N1CCC(N2C(=O)C(OCC3CC3)C23CCCCC3)CC1 (stereo unspecified),45%[activator]
O=C(NCc1ccccn1)c1ccc(Cn2ccn3nc4c(c3c2=O)CCCC4)cc1,19%
O=C(OCc1cccc2ccccc12)c1cc2ccccc2[nH]1,9%
COc1ccc(-c2nc(COC(=O)C3(O)CCCCC3)cs2)cc1,15%
C=C(C)CN1CCN(c2oc(C3CC3)nc2C#N)CC1,-7%
O=C(Cn1nc2c(cc1=O)CCCC2)N[C@@H](Cc1ccccc1)C(=O)O,-22%
Cc1ccc(C(O)(C(=O)NN)c2ccc(C)cc2)cc1,8%
CCC(C)NC(=O)c1ccc(N(C)C2CCCCC2)cc1 (stereo unspecified),-42%
COc1ccc(NC(=O)C2=NO[C@@H]3CN(c4ccccc4)C[C@H]23)cn1,-8%[176 µM]
CC(CNC(=O)CC(c1ccccc1)c1ccccc1)OC12CC3CC(CC(C3)C1)C2 (stereo unspecified),2%
CCOc1ccccc1C(=O)NC(C)C(=O)N1CCN(c2ccccn2)CC1 (stereo unspecified),0%
Cc1ccc2nc(C)cc(C(=O)O)c2c1,45%[activator]
CCC(CC)NC(=O)C1CCc2nc(N3CCN(C(=O)C(C)C)CC3)sc2C1 (stereo unspecified),35µM*
Cc1cc(C)c(CNC(=O)c2cc(-c3ccccc3F)cc3c2OCCN3C)c(=O)[nH]1,-23%[176 µM]
Cc1ccc(CCNC(=O)c2cccn2-c2nnc(N3CCCCC3)s2)cc1,-13%
O=C(Nc1ccc2oc(-c3ccccc3)cc(=O)c2c1)c1ccccc1,-15%
COc1ccccc1C(=O)COC(=O)Cc1coc2cc3c(cc12)CCC3,u
Cc1ccc(S(=O)(=O)N2CCC(=O)N([C@H](COCc3cccc(Cl)c3)Cc3ccccc3)CC2)cc1,-29%
COc1ccccc1CNc1ccc2c(c1)OC[C@H](CC(C)C)NS2(=O)=O,2%
NC(=O)COc1cc(OCC(N)=O)c(Cl)cc1Cl,5%
Cn1c(=O)c2c(nc(NCCc3ccc(F)cc3)n2Cc2ccc(Cl)cc2)n(C)c1=O,u
COC(=O)[C@@H]1Cc2ncn(Cc3ccc(Cl)cc3)c2CN1Cc1ccc(C(=O)O)cc1,71%[activator]
CSCCCNC(=S)Nc1cccc(Br)c1,u

# Quoted from the entries so far for reference:
SMILES,12-LOX inh
COc1ccc(-c2nc(COC(=O)C3(O)CCCCC3)cs2)cc1,15%
C=C(C)CN1CCN(c2oc(C3CC3)nc2C#N)CC1,-7%
O=C(Cn1nc2c(cc1=O)CCCC2)N[C@@H](Cc1ccccc1)C(=O)O,-22%
Cc1ccc(C(O)(C(=O)NN)c2ccc(C)cc2)cc1,8%
CCC(C)NC(=O)c1ccc(N(C)C2CCCCC2)cc1 (stereo unspecified),-42%
COc1ccc(NC(=O)C2=NO[C@@H]3CN(c4ccccc4)C[C@H]23)cn1,-8%[176 µM]
CC(CNC(=O)CC(c1ccccc1)c1ccccc1)OC12CC3CC(CC(C3)C1)C2 (stereo unspecified),2%
CCOc1ccccc1C(=O)NC(C)C(=O)N1CCN(c2ccccn2)CC1 (stereo unspecified),0%
Cc1ccc2nc(C)cc(C(=O)O)c2c1,45%[activator]
CCC(CC)NC(=O)C1CCc2nc(N3CCN(C(=O)C(C)C)CC3)sc2C1 (stereo unspecified),35µM*
Cc1cc(C)c(CNC(=O)c2cc(-c3ccccc3F)cc3c2OCCN3C)c(=O)[nH]1,-23%[176 µM]
Cc1ccc(CCNC(=O)c2cccn2-c2nnc(N3CCCCC3)s2)cc1,-13%
O=C(Nc1ccc2oc(-c3ccccc3)cc(=O)c2c1)c1ccccc1,-15%
COc1ccccc1C(=O)COC(=O)Cc1coc2cc3c(cc12)CCC3,u
Cc1ccc(S(=O)(=O)N2CCC(=O)N([C@H](COCc3cccc(Cl)c3)Cc3ccccc3)CC2)cc1,-29%

# The list continues:
SMILES,12-LOX inh
CCCc1noc(-c2cn(C3CCN(C(=O)Cc4cccc(F)c4)CC3)nn2)n1,6%
COC(=O)C1CCN(C(=O)CC[C@H]2CNC(=O)[C@@H]3[C@@H](CCN3Cc3ccc(F)cc3)N2C)CC1,17%
COc1cccc(OC)c1C(=O)Nc1ccc2oc(-c3ccncc3)nc2c1,-13%
O=C(C1CCCN1)N1CCN(Cc2ccc(=O)n(CC3CC3)c2)CC1 (stereo unspecified),10%
N#CCCN(Cc1ccccc1)C(c1ccnc2ccccc12)c1nnnn1-c1ccc2c(c1)OCCO2 (stereo unspecified),5%
O=C(c1cccc(Cl)c1)N1CCN(C(=O)c2nnn3c2COC(c2ccc(Cl)cc2)C3)CC1 (stereo unspecified),19%
Cc1cccc(C)c1NC(=O)C(c1ccnc2ccccc12)N1CCN(C)CC1 (stereo unspecified),17%
Clc1ccc(-c2cnc3n2C[C@H](CNC2CCOCC2)OC3)cc1,-9%[176 µM]
Cc1cc(=O)c(C(=O)N2CCCn3nc(CO)cc3C2)cn1C,u
Cc1ccc(CNC(=O)c2cccc3c2CCN3C(=O)c2ccc(F)cc2)o1,5%
Cc1ccc(-c2cc3c(=O)n(CCNC(=O)Cc4c[nH]c5ccccc45)ccn3n2)cc1C,-22%
CCCCn1nc(C(=O)Nc2cccc(S(=O)(=O)N3CCCCCC3)c2)c2ccccc2c1=O,3%
Cc1ccccc1C(C)N (stereo unspecified),2%
COc1cc2c(cc1CN1C[C@H]3CC[C@@H]1CN(C(=O)c1cnccn1)C3)CCC2,91%[activator]
CCOC(=O)CNC(=O)NC1CCN(c2nc3ccccc3n(C)c2=O)CC1,-10%
CCOc1ccc2oc(=O)cc(CN3CCN(CC(=O)Nc4ccc5c(c4)OCCO5)CC3)c2c1,1%
O=C(c1ccccc1)N1Cc2ccccc2CC2(CCN(Cc3ccc(O)cc3)CC2)C1,11%[6.33 µM]
O=C1CC(c2ccccc2)N(C(=O)CNS(=O)(=O)c2ccccc2)CCCCCN1 (stereo unspecified),-15%
CCCn1c(NC(=O)CCc2nnc(-c3ccccc3)o2)nc2ccccc21,17%
Cn1cccc1C(=O)N1C[C@@H](COc2ccccc2)[C@H](C(N)=O)C1,-14%
CCn1c(CO)nnc1C1CC(NC(=O)CCc2c(C)nn(C)c2C)C1 (stereo unspecified),-28%
Cc1ccc(C(=O)N[C@H](c2ccc(F)cc2)C2CC(O)C2)cc1N1CCNC1=O (stereo partly specified),25%
COC(=O)C1=C(C)N(Cc2cccc(C(F)(F)F)c2)C(=NCc2ccccc2C(F)(F)F)NC1c1ccccc1C(F)(F)F (stereo unspecified),-29%
C=CCNC(=S)Nc1cc(Cl)ccc1C,-47%
Cc1cc(=O)n(CC(=O)Nc2ccc(N(C)C)cc2)c(-c2ccc(Cl)cc2)n1,u
CCCCCCCCCCCCS(=O)(=O)CC(C)C(N)=O (stereo unspecified),23%
O=C(NCc1ccc(Cl)cc1)C1CCN(C(=O)c2ncn3c2COC(c2ccccc2)C3)CC1 (stereo unspecified),41%[activator]
O=C(Nc1ccc(Br)cn1)Nc1ccccc1Cl,-1%
COC(=O)CC(NC(=O)c1cccc(CS(C)(=O)=O)c1)c1ccccc1 (stereo unspecified),36%
Cc1nc2c(c(-c3ccc(O)cc3)n1)CN(C(=O)c1ccc(F)cc1)CCC2,24%
CC(C)Oc1cccc(-c2ccc(C(=O)N(C)C)cc2)c1,61%[activator]
CCOc1ccc(C(=O)COC(=O)c2cc(C)nc3ccccc23)cc1,3%
O=C([C@H]1C[C@H](Oc2ccccc2)CN1C(=O)c1ccccc1F)N1CCOCC1,34%
CCC(C)NC(=O)CSc1ccccn1 (stereo unspecified),2%
O=C1CC(c2ccccc2)N(Cc2ccncc2)CCCN(C(=O)c2cccs2)CCN1 (stereo unspecified),-4%
COCCCNC(=O)CSc1ccc(C)c(C)c1,-27%
Cc1cc(C)n(C2CCN(c3nccc(-c4ccccn4)n3)C2)n1 (stereo unspecified),130%[activator]
Cc1oc2c(c1C(=O)NCCN1CCCC(C)C1)CN(Cc1cccc(F)c1)CC2 (stereo unspecified),u
O=C(COc1ccc(F)cc1)NCC(=O)N1CCN(c2ccccn2)CC1,28%
CC(C)CC(C(=O)NC1CCN(Cc2ccccc2)CC1)N1Cc2ccccc2C1=O (stereo unspecified),4%

# In another format: entries from further up.
C=CCNC(=S)Nc1cc(Cl)ccc1C
  12-LOX inh = -47%
Cc1cc(=O)n(CC(=O)Nc2ccc(N(C)C)cc2)c(-c2ccc(Cl)cc2)n1
  12-LOX inh = u

# Next part
SMILES,12-LOX inh
O=C(c1cccc(Cl)c1)N1CCC2(CC1)OCC(C(=O)N1CCCC1)N2C(=O)c1cccc(F)c1 (stereo unspecified),-5%
N#C/C(=C/c1ccc(-c2ccc(Cl)cc2)o1)C(=O)NC1CC1,u
CC(C)C(Sc1nnc(-c2cccnc2)o1)C(=O)NCc1cccnc1 (stereo unspecified),-30%
COc1ccc(CN2CCOC[C@H]2c2ncc(-c3ccc(S(C)(=O)=O)cc3)[nH]2)cc1,12%[176 µM]
COc1cccc(Oc2c(C)oc3cc(OCc4ccccc4F)ccc3c2=O)c1,-1%
COc1ccc2c(c1)CCc1cnc(-n3ncc(C(=O)NCCCc4ccncc4)c3C)nc1-2,7%
O=C(COc1ccc(F)cc1)N1CC(Oc2cccc(-c3nc(-c4ccccc4)no3)c2)C1,-14%
O=C1/C(=C\c2cccs2)Sc2ccccc21,-11%
CC(=O)c1ccc(NC(=O)Cn2cccc2-c2nc(-c3ccc4c(c3)OCO4)no2)cc1,-8%
O=C1[C@H]2CN(Cc3ccccc3Br)C[C@H]2C(=O)N1Cc1ccc2c(c1)OCO2,11%
